NS3 helicase inh: blocks Hepatitis C virus NS3 helicase unwinding; 290,000 compounds, 0.56% hits; inhibition, % at 10.9 µM; NS3 helicase DNA unwinding, Cy5 molecular beacon fluorescence; AID 1800;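 active means inhibition above the mean of all tested compounds plus 3 SD, set per campaign, cut at about 35% in these data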;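 further: 0% = DMSO wells and 100% = thioflavine S control wells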
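Measured by: Cy5 fluorescence, 0 and 60 min reads / Assay system: NS3 helicase fragment of HCV / Control set: low DMSO, high thioflavine S at 110 µM / Times: 1 h reaction at 25 °C, ATP-initiated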
M18AAP inhibitor: PfM18AAP enzyme inhibition | recombinant PfM18AAP, H-Glu-NHMec fluorogenic cleavage | inhibition, % at 7.35 µM | 290,000 compounds, 1.2% hits | AID 1822;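 active means inhibition above the campaign mean inhibition over all tested compounds plus 3 SD, cut at about 28% in these data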;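 further: 0% = plate median of test compound wells and 100% = 2 mM ZnCl2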
MEKK2wt PB1 HTS: raises or lowers MEK5 binding to wildtype human MEKK2 PB1 domain; Q9Y2U5; bead flow cytometry, Alexa488-MEK5 binding to MEKK2 WT; actives lie on both sides; binding response (% of control), % at 10 µM; 290,000 compounds, 1.1% hits; AID 1531; in the data active means binding response below about 67% or above about 130%
SUMO HTRF inh: inhibitors of human SUMOylation (UBC9) | P63279 | HTRF SUMOylation assay, SAE1/SAE2 + UBC9, in vitro | inhibition, % at 35 µM | 290,000 compounds, 0.36% hits; in the data active means inhibition above about 50%, passing the limit was not always enough; further: strong numbers were not always called active
Target sequence (P63279 whole entry, looked up): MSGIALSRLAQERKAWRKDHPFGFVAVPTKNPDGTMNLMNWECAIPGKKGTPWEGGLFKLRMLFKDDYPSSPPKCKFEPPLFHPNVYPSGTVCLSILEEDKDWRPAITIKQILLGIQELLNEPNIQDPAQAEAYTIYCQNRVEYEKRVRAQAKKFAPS
NALP1 inh: inhibitors of NALP1 inflammasome in yeast; AID 2071; 280,000 compounds, 0.61% hits; S. cerevisiae NALP1/ASC/caspase-1 growth, X-gal OD620, 72 h; inhibition, % at 10 µM; in the data active means inhibition mostly above about 24%, no sharp cut-off; inactive means mostly below about 32%; further: some compounds called inactive have numbers as strong as hits
DNA FID counter: fluorescent intercalator displacement, NS3 helicase counter-screen. inhibition, % at 7.9 µM. DNA fluorescent intercalator displacement, fluorescence. 290,000 compounds, 0.17% hits; in the data active means inhibition above about 37%;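 further: 0% = vehicle and 100% = reference compound; higher means more ethidium bromide displaced from hairpin DNA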
VIM-2 inhibitor: blocks Pseudomonas aeruginosa VIM-2 metallo-beta-lactamase. purified VIM-2, nitrocefin hydrolysis, epi-absorbance fluorescence. 290,000 compounds, 0.89% hits. inhibition, % at 5.6 µM. AID 1527;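 active means inhibition above the mean of all tested compounds plus 3 SD, cutoff set per screening run, cut at about 7.5% in these data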;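 further: red hydrolysis product quenches plate fluorescence so inhibitors raise well fluorescence; 0% = enzyme with DMSO and 100% = DMSO without enzyme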
MEKK2 mut-MEK5: signal of MEK5 binding to mutant human MEKK2 PB1 domain. bead flow cytometry, Alexa488-MEK5 binding to MEKK2 mutant. percent response, % at 10 µM. 290,000 compounds, 0.35% hits. AID 1530; in the data active means percent response above about 24%, passing the limit was not always enough; further: inactives centre near 1; some results filed as inactive read as strong as hits
IMP-1 inh: inhibitors of Pseudomonas aeruginosa IMP-1 metallo-beta-lactamase; purified IMP-1, nitrocefin hydrolysis, epi-absorbance fluorescence; inhibition, % at 5.6 µM; 290,000 compounds, 0.45% hits;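 active means inhibition above the mean plus 3 SD of all compounds in the same screening run, cut at about 4.5% in these data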;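 further: 0% = IMP-1 with DMSO and 100% = DMSO wells lacking enzyme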
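System: purified IMP-1 / Input: IMP-1 dispensed at 0.2 nM / Medium: 50 mM HEPES pH 7.1, 50 µM ZnSO4, 0.05% Brij 35 / Timing: 15 min enzyme–compound preincubation, then 25 min nitrocefin reaction, 25 °C / Technique: plate fluorescence quenching by hydrolysis product, ex 480/em 530 nm / Repeats: singlicate testing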
* marks the source's active call; other numbers are inactive results; . = not tested or not shown. Hits appear at their usual frequency; any-hit rate near 4.7%.

SMILES	NS3 helicase inh	M18AAP inhibitor	MEKK2wt PB1 HTS	SUMO HTRF inh	NALP1 inh	DNA FID counter	VIM-2 inhibitor	MEKK2 mut-MEK5	IMP-1 inh
CC(C)CCN1CCN(C2CCN(c3ccccc3)CC2)CC1CCO (centres undefined)	-9	3	96	9	9	-9	-1.7	-5	-2.0
CC(C)c1nnc(NC(=O)CCCCCN2C(=O)C3C4C=CC(C4)C3C2=O)s1 (centres undefined)	2	2	105	16	13	-29	-3.5	11	-4.3
CCC(=O)Nc1ccc(OC)cc1OC	-1	-2	103	-5	.	-1	-1.1	5	-2.4
Cc1cc2occ(CC(=O)NNC(=O)c3ccccc3)c2cc1C	0	-8	110	11	20	-9	-0.4	4	0.2
CC1CCCN(S(=O)(=O)c2ccc(NC(=O)CN3CCN(C)CC3)cc2)C1 (centres undefined)	-3	4	96	17	30	5	-3.3	-3	-3.0
CN(C(=O)COC(=O)CNC(=O)C12CC3CC(CC(C3)C1)C2)C1CCS(=O)(=O)C1 (centres undefined)	4	0	99	10	17	-2	-0.3	-1	-2.2
C/C(CC(=O)NC1CCCCC1)=N\NC(=O)COc1ccc(C)cc1Br	-3	-3	108	8	-8	-17	-4.3	9	-2.3
Cc1cccc(C(=O)NC2CCN(S(=O)(=O)c3ccc(F)cc3)CC2)c1	5	-5	79	2	11	-24	2.0	-7	1.5
COc1ccccc1N1CCN(C(=O)c2ccco2)CC1	-3	-7	100	-4	14	-11	1.1	-2	-0.6
CC(=O)c1cccc(NC(=O)N2CCCC2C(=O)NCc2ccc(C)cc2)c1 (centres undefined)	5	-5	96	7	30	-7	-1.7	-1	-2.0
COc1cccc(CN2CC(C(=O)NC3CCC(O)CC3)CCC2=O)c1 (centres undefined)	11	1	103	-2	4	-10	0.7	1	-0.1
Cc1ccc(-c2nnc(SCC(=O)Nc3ccc4c(c3)OCCO4)n2N)cc1	0	7	105	18	23	-15	-1.9	10	-4.2
CN1CCC(N(C)CC(O)c2ccccc2)CC1 (centres undefined)	0	-1	91	6	5	6	-2.2	-10	-1.2
CN1CCN(C(=O)c2cnn3c2NC(c2ccccc2)CC3C(F)(F)F)CC1 (centres undefined)	13	7	99	19	-5	6	-1.1	4	-2.1
Cc1occc1C(=O)NCc1ccccc1	4	-3	105	-20	14	-5	0.8	8	-0.3
CCSc1nc2ccccc2n1CC(N)=O	-1	7	106	15	13	1	-1.6	2	-1.9
O=C(CSc1ccc2nnc(-c3ccccc3)n2n1)N1CCCc2ccccc21	-8	-4	97	5	20	-9	5.3	-1	-1.5
COc1ccc(C2N(c3ccc4c(c3)OCCO4)C(=O)C2(F)F)cc1OC (centres undefined)	0	-3	92	8	.	-16	-0.5	-10	-1.7
CC(=O)NC1=NC(=O)/C(=C/N2CCOCC2)S1	3	3	91	17	7	-4	-2.4	-4	-2.4
Cc1ccc(S(=O)(=O)N/N=C\c2cc3c(cc2[N+](=O)[O-])OCO3)cc1	54*	52*	103	14	31	-1	2.6	6	0.0
Cc1ccc(NC(=O)CSc2nnc(-c3cc(C)[nH]n3)n2N)c(C)c1	18	10	104	1	28	-13	-0.3	-1	-0.8
CCn1ccnc1CN1CCC(n2nccc2NC(=O)CCc2ccccc2)CC1	-3	-1	104	-4	6	2	-1.9	2	-1.5
O=[N+]([O-])c1ccc(-c2cn(-c3ccccc3F)c(=S)[nH]2)cc1	5	-2	89	2	3	0	-3.6	-4	-3.8
O=C(CN1C(=O)COc2ccccc21)N1CCN(C2CCCCC2)CC1	-1	6	114	4	0	-10	-3.8	8	-3.1
O=C(O)CSCC(=O)N(c1ccccc1)c1ccccc1	5	-2	108	13	5	3	-2.1	6	-2.6
Cc1ccc(OCC(=O)Nc2ccc3c(c2)CCC3)c([N+](=O)[O-])n1	-13	1	98	-11	12	-10	-2.8	-2	-2.1
Cn1ncc(Br)c1C(=O)N1CCN(C(=O)c2ccco2)CC1	7	-4	95	1	14	0	-3.3	0	-4.2
C/C(CC(=O)N1CCN(C=O)CC1)=N\NC(=O)c1ccc(Cl)cc1	1	-12	94	-15	12	-3	-0.1	-8	-2.2
COc1cccc(NC(=O)CSc2nc3ccccc3c(=O)n2CCCC(=O)NCC2CCCO2)c1 (centres undefined)	-3	-8	97	4	12	-50	1.8	-1	-1.0
COc1ccccc1C(CC(=O)Nc1nccs1)c1ccco1 (centres undefined)	4	0	97	-5	3	-7	-0.2	4	0.1
Clc1ccc(OCCn2cnc(Cl)c2Cl)cc1	-8	-2	99	-2	-51	-11	-3.0	3	-4.5
CC1(C)CC(N(Cc2ccccc2)C(=O)Cc2ccccc2)CCO1 (centres undefined)	24	-6	105	16	-6	-33	-1.5	2	-0.8
Cn1cccc1Cc1nnc(SCC(=O)N2CCN(c3ccccc3)CC2)n1-c1ccc(F)cc1	13	5	102	31	6	-50	-5.8	7	-7.3
COc1ccc(/C=N/NC(=O)CCc2c(C)n[nH]c2C)cc1O	-7	3	100	-5	-12	-1	-0.7	1	-1.0
CCOC(=O)c1c(C)[nH]c(C)c1-c1ccccc1OC	-3	1	107	21	7	-6	-2.3	21	-3.4
COc1ccc(Nc2nc(C)cc(C)c2C(N)=O)cc1OC	-8	-2	102	7	12	-4	-3.0	3	-5.0
Cc1nnc(SCC(=O)NCCN2C(=O)CSC2=O)s1	1	-12	99	4	.	5	-2.9	1	-4.5
c1ccc(Cn2nnc3c(N4CCc5ccccc5C4)ncnc32)cc1	-6	1	103	24	12	-15	-1.5	0	-1.9
COc1ccc(CNC(=O)C2CCNCC2)cc1	1	5	103	-9	13	0	-4.4	3	-2.9
COc1ccccc1NC(=O)Cn1cc(C(=O)c2ccco2)c2ccccc21	-15	-1	90	5	10	-7	0.8	-5	-1.4
COc1ccc(CCNC(=O)CSc2nnc(-c3cccc(F)c3)o2)cc1OC	-4	-3	95	7	8	-16	-2.2	-2	-2.4
CN(Cc1ccccc1)S(=O)(=O)c1nnc(NC(=O)c2ccccc2)s1	4	-7	96	12	18	-12	1.5	-2	-2.5
Cc1ccc(Cn2ncc3c(N4CCCC4)ncnc32)cc1	15	9	100	26	-6	-26	2.3	6	0.1
COc1ccccc1C(=O)n1nc(-c2ccco2)nc1N	4	-1	.	9	0	-4	-3.0	.	-0.7
O=C(NCCc1ccccc1)c1ccc(-c2ccccc2Cl)o1	-3	-2	90	7	36	-23	-1.3	5	1.0
O=C1c2cccnc2C(=O)N1Cc1ccc(Cl)cc1	-2	3	107	5	2	2	-1.1	7	-1.0
C/C(N)=C(/C#N)C(=O)CSc1n[nH]c(-c2cccs2)n1	-1	-9	.	4	-7	3	-3.5	.	-2.7
COc1cccc(CN2CCN(Cc3ccc(O)cc3)CC2CCO)c1 (centres undefined)	1	-12	65	3	-7	14	2.0	-18	0.9

Record cards (already shown). Values in the order: NS3 helicase inh	M18AAP inhibitor	MEKK2wt PB1 HTS	SUMO HTRF inh	NALP1 inh	DNA FID counter	VIM-2 inhibitor	MEKK2 mut-MEK5	IMP-1 inh
COc1ccccc1C(=O)n1nc(-c2ccco2)nc1N as listed: 4	-1	.	9	0	-4	-3.0	.	-0.7
Cc1ccc(Cn2ncc3c(N4CCCC4)ncnc32)cc1 as listed: 15	9	100	26	-6	-26	2.3	6	0.1
O=C(NCCc1ccccc1)c1ccc(-c2ccccc2Cl)o1 as listed: -3	-2	90	7	36	-23	-1.3	5	1.0
C/C(N)=C(/C#N)C(=O)CSc1n[nH]c(-c2cccs2)n1 as listed: -1	-9	.	4	-7	3	-3.5	.	-2.7
COc1cccc(CN2CCN(Cc3ccc(O)cc3)CC2CCO)c1 (centres undefined) as listed: 1	-12	65	3	-7	14	2.0	-18	0.9

(cont.)
SMILES	NS3 helicase inh	M18AAP inhibitor	MEKK2wt PB1 HTS	SUMO HTRF inh	NALP1 inh	DNA FID counter	VIM-2 inhibitor	MEKK2 mut-MEK5	IMP-1 inh
COc1cc2[nH]ccc(=O)c2cc1OC	3	-5	103	11	18	-4	-3.5	0	-1.7
O=C(NC1CCCCC1)N1CCCC(c2nc3ccccc3[nH]2)C1 (centres undefined)	-13	13	104	2	18	-1	0.9	8	0.5
CC(=O)Nc1nc2c(c3c1c(=O)oc1ccccc13)CCCCC2	2	-9	.	9	-8	2	-2.7	.	-4.3
COc1ccc(C(=O)N2CCCC(Nc3ccc(C)c(C)c3)C2)cc1 (centres undefined)	2	9	110	6	6	-34	-2.6	8	-1.7
CC(=O)Nc1ccc(S(=O)(=O)N(C)Cc2cnn(C)c2)cc1	9	-15	106	17	7	-6	-0.8	8	-2.0
CC(C)CC(NC(=O)C1CCC(C)CC1)C(=O)Nc1cccnc1 (centres undefined)	-3	-2	106	-11	-5	-30	0.6	1	1.8
O=C(Nc1cccc(Cl)c1)c1cc(-c2ccco2)on1	8	-6	101	10	19	-7	-0.2	1	-0.8
Cn1c(=O)c2c(nc(CN3CCc4ccccc4C3)n2CC(=O)c2ccccc2)n(C)c1=O	-19	-12	97	.	.	-25	-3.5	-6	-2.4
O=C(NC(=S)Nc1cccc([N+](=O)[O-])c1)C1CCCCC1	-10	9	99	3	10	0	-2.4	1	-1.3
CCN(CC)S(=O)(=O)c1ccc(C(=O)OCCNC(=O)c2cccnc2)cc1	-10	-2	100	-20	3	-8	-1.4	0	-0.7
Cn1nc([N+](=O)[O-])nc1Oc1ccc2ccccc2c1	4	-1	101	-5	6	0	-1.4	4	-0.1
COCCNC(=O)C(=O)c1c(-c2ccccc2)[nH]c2ccccc12	14	-4	79	10	1	-6	0.6	-10	-2.6
O=C(NCCc1ccccc1)c1nc2nc(-c3cccs3)cc(C(F)(F)F)n2n1	-9	9	100	40	-1	-3	-4.5	-3	-6.7
CC(C)(C)c1ccc(OCCC(=O)NCCc2ccc(S(N)(=O)=O)cc2)cc1	-9	3	97	12	-5	-28	-2.8	-5	-3.0
CC(C)c1ccc(S(=O)(=O)c2ccc(NN)cc2)cc1	8	1	92	6	-24	-4	-0.5	-2	-3.2
Cc1ccn2c(=O)c(C(=O)NCCC3=CCCCC3)c(O)nc2c1	3	-11	101	15	5	-26	-4.2	5	-4.0
O=C(COC(=O)/C=C/c1ccc(Cl)cc1)NCCN1C(=O)CSC1=O	6	-6	98	2	-5	-10	-2.9	0	-2.7
CCN(CC)C1=NC=CC(c2ccccc2)=CC1C (centres undefined)	-4	0	103	17	32	-1	-5.0	-2	-3.0
O=[N+]([O-])c1ccc(Cl)c(-c2ccc(/C=N/n3cnnc3)o2)c1	2	25	108	5	5	-9	45*	5	-2.0
CC(C)=CCN1CCN(Cc2cccc3nonc23)CC1CCO (centres undefined)	-2	3	106	18	7	5	-2.0	2	-2.4
O=C(CNS(=O)(=O)c1ccccc1)Nc1ccc(C(F)(F)F)cc1	-3	-2	102	-1	15	-1	-1.9	3	-1.8
COc1ccccc1Nc1nnc(SCC(=O)N2CCCC2=O)s1	-7	-5	97	2	6	-11	2.7	2	-0.3
Cc1ccc(C(=O)CC(=O)c2cccc(F)c2)c(O)c1	-4	-12	99	4	14	-6	-2.8	3	-3.4
